Compound activity from PubChem BioAssay.
PHOSPHO1 block: PubChem AID 1565; Phosphoethanolamine/phosphocholine phosphatase (Homo sapiens), Q8TCT1; recombinant PHOSPHO1, absorbance phosphatase assay; inhibition, % at 13.3 µM; 290,000 compounds, 1.1% hits; in the data active = inhibition above about 60%
MEKK3 PB1 HTS: modulators of MEKK3-MEK5 PB1 binding, primary screen, biochemical, wildtype MEKK3, multiplex bead flow cytometry, Alexa488-MEK5; binding response (% of control), % at 10 µM; bead-based flow cytometry, Alexa488-MEK5 binding to MEKK3; actives lie on both sides; 0 = blocked by unlabeled MEK5, 100 = vehicle; 290,000 compounds, 1.4% hits; AID 1529, 2009;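 active = binding response more than 3 SD above or below the average of its plate-row segment, actives on both sides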;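 also: Alexa488 bead fluorescence after subtracting the streptavidin-only scavenger bead signal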
Target sequence (Q99759 whole entry, looked up): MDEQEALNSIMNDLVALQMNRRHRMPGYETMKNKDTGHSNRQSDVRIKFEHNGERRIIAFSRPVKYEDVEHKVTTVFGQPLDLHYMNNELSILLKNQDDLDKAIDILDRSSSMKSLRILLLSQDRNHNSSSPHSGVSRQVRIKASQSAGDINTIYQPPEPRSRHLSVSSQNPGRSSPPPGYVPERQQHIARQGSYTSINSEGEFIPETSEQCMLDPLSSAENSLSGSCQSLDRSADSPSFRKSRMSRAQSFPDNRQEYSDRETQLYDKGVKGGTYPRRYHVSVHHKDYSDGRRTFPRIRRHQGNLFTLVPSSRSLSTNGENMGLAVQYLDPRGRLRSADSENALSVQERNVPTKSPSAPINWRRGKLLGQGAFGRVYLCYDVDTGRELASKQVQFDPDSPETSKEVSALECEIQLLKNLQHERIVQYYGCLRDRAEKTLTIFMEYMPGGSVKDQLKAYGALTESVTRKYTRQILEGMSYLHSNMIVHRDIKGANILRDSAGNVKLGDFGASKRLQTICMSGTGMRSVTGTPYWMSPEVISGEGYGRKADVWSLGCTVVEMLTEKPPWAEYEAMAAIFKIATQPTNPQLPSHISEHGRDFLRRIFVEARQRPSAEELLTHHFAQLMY
GalR3 antag: GalR3 antagonists in HEK293 cells, primary screen, cell-based, fluorescence readout | HEK293 GalR3-CNG cAMP membrane potential fluorescence; galR3 body fused to GalR1 C-terminus | inhibition, % at 3 µM | 360,000 compounds, 0.44% hits;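 active = inhibition above the screen-wide average plus 3 SD, cut at about 13% in these data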;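 also: forskolin and galanin both at EC90 stimulate the cells; cAMP rise reported by CNG channel membrane potential dye signal; 0% = forskolin plus galanin with DMSO and 100% = forskolin alone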
OXTR ag: human OXTR agonists, primary screen, fluorescence, CHO-OTR cells, Fluo-8 calcium | AID 2435, 2010 | 320,000 compounds, 0.32% hits | Fluo-8 calcium fluorescence; normalized: DMSO 0%, oxytocin 100% | Oxytocin receptor (Homo sapiens), P30559 | activation, % at 3 µM;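 active = activation above the mean of all tested compounds plus 3 SD, cutoff set per screening run, cut at about 20% in these data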;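 also: peak over basal fluorescence ratio from a 100 s FLIPR kinetic read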
Target sequence (P30559 whole entry, looked up): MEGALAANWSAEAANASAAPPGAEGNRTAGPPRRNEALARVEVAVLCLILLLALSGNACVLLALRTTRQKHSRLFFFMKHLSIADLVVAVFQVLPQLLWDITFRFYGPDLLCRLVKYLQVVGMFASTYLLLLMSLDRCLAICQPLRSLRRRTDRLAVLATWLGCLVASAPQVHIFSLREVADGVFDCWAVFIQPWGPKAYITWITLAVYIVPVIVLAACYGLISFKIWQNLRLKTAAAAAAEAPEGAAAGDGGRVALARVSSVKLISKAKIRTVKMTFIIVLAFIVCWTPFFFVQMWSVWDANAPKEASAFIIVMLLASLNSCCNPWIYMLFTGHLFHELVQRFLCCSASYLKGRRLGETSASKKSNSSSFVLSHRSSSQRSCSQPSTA
V1aR counter: agonists of human V1a receptor, primary screen, counter-screen for OXTR agonist project, fluorescence, CHO-V1R cells; Vasopressin V1a receptor (Homo sapiens), P37288; Fluo-8 calcium fluorescence, agonist mode; 0% DMSO, 100% 3 nM vasopressin; activation, % at 3 µM; 320,000 compounds, 0.25% hits; AID 2797, 2010;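 active = activation above the mean activation of all tested compounds plus 3 SD, per screening run, cut at about 20% in these data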;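 also: signal is peak over basal fluorescence ratio across a 100 second FLIPR read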
GPR7 antag: GPR7 receptor antagonists, primary screen, cell-based, fluorescence, single concentration; 290,000 compounds, 1.1% hits; GPR7-expressing cells, fluorescence antagonist assay; Neuropeptides B/W receptor type 1 (Homo sapiens), P48145; inhibition, % at 4.4 µM; AID 1861, 2009; in the data active = inhibition above about 16%, passing the limit was not always enough;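 also: cells stimulated with the agonist NPW; 0% = agonist with vehicle and 100% = vehicle without agonist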
MEKK2 mut-MEK5: MEK5 binding signal on mutant MEKK2 PB1, primary screen, biochemical, multiplex bead flow cytometry, Alexa488-MEK5 | percent response, % at 10 µM | 290,000 compounds, 0.35% hits | Alexa488-MEK5 binding to MEKK2 mutant; in the data active = percent response above about 24%, passing the limit was not always enough; also: inactives centre near 1; some results filed as inactive read as strong as hits; reference of the scale not given here
NALP1 yeast inh: NALP1 inflammasome inhibitors in reconstituted yeast, colorimetric, S. cerevisiae, triplicate retest | AID 2071, 2009 | S. cerevisiae NALP1/ASC/caspase-1 growth, X-gal OD620, 72 h | inhibition, % at 10 µM | 280,000 compounds, 0.61% hits; in the data active = inhibition mostly above about 24%, no sharp cut-off; inactive = mostly below about 32%; also: some compounds called inactive have numbers as strong as hits
MEKK2 WT-MEK5: modulators of MEK5 binding to wildtype MEKK2, primary screen, biochemical, multiplex bead flow cytometry, Alexa488-MEK5; Mitogen-activated protein kinase kinase kinase 2 (Homo sapiens), Q9Y2U5; Alexa488-MEK5 binding to MEKK2 WT; actives lie on both sides; binding response (% of control), % at 10 µM; 290,000 compounds, 1.1% hits; in the data active = binding response below about 67% or above about 130%
Starred values were filed as active, the others as inactive.

Cc1ccccc1S(=O)(=O)Cc1ccc(C(=O)NCCCOC(C)C)o1 was read as PHOSPHO1 block 6, MEKK3 PB1 HTS 100, GalR3 antag -4, OXTR ag -1.0, V1aR counter 0.5, GPR7 antag 9, MEKK2 mut-MEK5 -4, NALP1 yeast inh -38 and MEKK2 WT-MEK5 100.
`CCCCOCCCNC(=O)N[C@@H](CCSC)C(=O)OC` gave PHOSPHO1 block -15, MEKK3 PB1 HTS 98, GalR3 antag -5, OXTR ag -0.5, V1aR counter -0.3, GPR7 antag -9, MEKK2 mut-MEK5 -2, NALP1 yeast inh 2 and MEKK2 WT-MEK5 101.
For O=C1CC(c2ccccc2)CC2=C1CN(C1CCCCC1)CN2 (configuration not stated) the results were PHOSPHO1 block -44, MEKK3 PB1 HTS 100, GalR3 antag -5, OXTR ag 1.6, V1aR counter -0.3, GPR7 antag -6, MEKK2 mut-MEK5 5, NALP1 yeast inh 11 and MEKK2 WT-MEK5 108.
For Cc1ccc(C(=O)C2CCOC(C)(C)C2)cc1 (configuration not stated) the results were PHOSPHO1 block 15, MEKK3 PB1 HTS 103, GalR3 antag -1, OXTR ag 0.2, V1aR counter 0.6, GPR7 antag -11, MEKK2 mut-MEK5 -1, NALP1 yeast inh 3 and MEKK2 WT-MEK5 99.
For CC1CCOC2(O1)C(=O)N(CN1CCN(c3cccc(Cl)c3)CC1)c1ccccc12 (configuration not stated) the results were PHOSPHO1 block 50, MEKK3 PB1 HTS 96, GalR3 antag -7, OXTR ag -0.2, V1aR counter 0.9, GPR7 antag 5, MEKK2 mut-MEK5 -3, NALP1 yeast inh 3 and MEKK2 WT-MEK5 96.
O=C(NCC1(O)CCCCC1)C1CCC(=O)N(Cc2ccccc2F)C1 (configuration not stated) was read as PHOSPHO1 block 8, MEKK3 PB1 HTS 101, GalR3 antag 0, OXTR ag -0.1, V1aR counter 1.2, GPR7 antag -16, MEKK2 mut-MEK5 0, NALP1 yeast inh 7 and MEKK2 WT-MEK5 99.
`COc1ccc(CC(=O)Nc2cc(=O)n(C)c(=O)n2C)cc1` gave PHOSPHO1 block 1, MEKK3 PB1 HTS 99, GalR3 antag 0, OXTR ag 0.2, V1aR counter 0.6, GPR7 antag 7, MEKK2 mut-MEK5 1, NALP1 yeast inh 5 and MEKK2 WT-MEK5 100.
`Cc1ccc2oc3c(c(=O)c2c1)C(c1cccc(Br)c1)N(Cc1ccco1)C3=O` (configuration not stated) gave PHOSPHO1 block 11, MEKK3 PB1 HTS 106, GalR3 antag -4, GPR7 antag -11, MEKK2 mut-MEK5 3, NALP1 yeast inh 6 and MEKK2 WT-MEK5 109.
For O=C(O)C1C2C=CC(C2)C1C(=O)NCCc1cccc(Cl)c1 (configuration not stated) the results were PHOSPHO1 block 3, MEKK3 PB1 HTS 96, GalR3 antag -2, OXTR ag 0.8, V1aR counter 1.2, GPR7 antag -9, MEKK2 mut-MEK5 1, NALP1 yeast inh 18 and MEKK2 WT-MEK5 100.
`C/C(=N\NC(=O)c1cccc(Cl)c1)c1cccc(NC(=O)c2ccco2)c1` gave PHOSPHO1 block 14, GalR3 antag 3, OXTR ag -0.3, V1aR counter -0.1, GPR7 antag -8 and NALP1 yeast inh 44.
`NC(=S)N/N=C/c1ccccc1OCc1cccc(Cl)c1` gave PHOSPHO1 block 34, MEKK3 PB1 HTS 102, OXTR ag -2.2, V1aR counter 0.0, GPR7 antag -11, MEKK2 mut-MEK5 0, NALP1 yeast inh -4 and MEKK2 WT-MEK5 101.
For O=C(c1cccs1)n1cc(C(=S)N2CCOCC2)c2ccccc21 the results were PHOSPHO1 block 1, MEKK3 PB1 HTS 101, GalR3 antag 2, OXTR ag -0.3, V1aR counter 0.0, GPR7 antag 8, MEKK2 mut-MEK5 0 and MEKK2 WT-MEK5 101.
Screening CCOC(=O)c1ccccc1CN1C(=O)c2ccccc2S1(=O)=O returned PHOSPHO1 block 1, MEKK3 PB1 HTS 110, GalR3 antag -7, OXTR ag -2.0, V1aR counter -1.4, GPR7 antag -13, MEKK2 mut-MEK5 6, NALP1 yeast inh 28 and MEKK2 WT-MEK5 107.
`COc1cc(C(C)=O)ccc1Oc1cnccn1` gave PHOSPHO1 block -8, MEKK3 PB1 HTS 111, GalR3 antag -4, OXTR ag 0.7, V1aR counter 0.5, GPR7 antag -6, MEKK2 mut-MEK5 -12, NALP1 yeast inh 3 and MEKK2 WT-MEK5 96.
For COCCCNC(=S)N1CCCN(c2nc3cc(C)c(C)cc3cc2C#N)CC1 the results were PHOSPHO1 block 26, MEKK3 PB1 HTS 101, GalR3 antag -6, OXTR ag -1.4, V1aR counter 2.0, GPR7 antag 4, MEKK2 mut-MEK5 -4, NALP1 yeast inh 16 and MEKK2 WT-MEK5 103.
`COC(=O)c1scc(C)c1NC(=O)CSc1ccc(Cl)cc1` gave PHOSPHO1 block -1, MEKK3 PB1 HTS 98, GalR3 antag -6, OXTR ag -2.9, V1aR counter 1.3, GPR7 antag -19, MEKK2 mut-MEK5 1, NALP1 yeast inh -4 and MEKK2 WT-MEK5 100.
`COc1ccc(C)cc1NC(=O)CSc1nnc(-c2ccccn2)n1Cc1ccco1` gave PHOSPHO1 block 35, MEKK3 PB1 HTS 102, GalR3 antag -4, OXTR ag -1.2, V1aR counter -1.4, GPR7 antag -1, MEKK2 mut-MEK5 -2, NALP1 yeast inh 3 and MEKK2 WT-MEK5 100.
`CCCCCNC(=O)c1cccnc1SCC(=O)Nc1ccccc1OC` gave PHOSPHO1 block 0, MEKK3 PB1 HTS 91, GalR3 antag 9, OXTR ag -2.2, V1aR counter -0.1, GPR7 antag -8, MEKK2 mut-MEK5 -2, NALP1 yeast inh 19 and MEKK2 WT-MEK5 96.
Screening CN(CCCC1CCCC1)C(=O)c1cc(COc2c(F)cccc2F)on1 returned PHOSPHO1 block 22, MEKK3 PB1 HTS 100, GalR3 antag -3, OXTR ag -0.8, V1aR counter 0.8, GPR7 antag -8, MEKK2 mut-MEK5 4, NALP1 yeast inh 8 and MEKK2 WT-MEK5 105.
For CC(C)c1cccc(C(C)C)c1OCCCCN1CCCC1 the results were PHOSPHO1 block -6, MEKK3 PB1 HTS 102, GalR3 antag -4, OXTR ag -0.5, V1aR counter 1.1, GPR7 antag 12, MEKK2 mut-MEK5 2, NALP1 yeast inh 3 and MEKK2 WT-MEK5 102.
For Cc1cccc(CN2CCN(CC(=O)O)C2=O)c1 the results were PHOSPHO1 block -8, MEKK3 PB1 HTS 105, GalR3 antag -2, GPR7 antag 8, MEKK2 mut-MEK5 14, NALP1 yeast inh 8 and MEKK2 WT-MEK5 99.
Screening O=C1C(=O)N(CCCN2CCOCC2)C(c2ccc(F)cc2)/C1=C(\O)c1ccc2c(c1)OCCO2 (configuration not stated) returned PHOSPHO1 block 22, MEKK3 PB1 HTS 100, GalR3 antag -8, OXTR ag 0.3, V1aR counter 0.3, GPR7 antag -8, MEKK2 mut-MEK5 2, NALP1 yeast inh -7 and MEKK2 WT-MEK5 97.
CCC(C)NC(=O)C1=CCN(S(=O)(=O)c2ccc(C)cc2)CC1 (configuration not stated) was read as PHOSPHO1 block 37, MEKK3 PB1 HTS 98, GalR3 antag 5, OXTR ag -1.2, V1aR counter 1.1, GPR7 antag -4, MEKK2 mut-MEK5 -5 and MEKK2 WT-MEK5 98.
Screening Cc1ccc(N(CC(=O)NCc2ccco2)C(=O)CCC(=O)Nc2nccs2)c(C)c1 returned PHOSPHO1 block 0, MEKK3 PB1 HTS 98, GalR3 antag -6, OXTR ag 1.7, V1aR counter 0.3, GPR7 antag -1, MEKK2 mut-MEK5 0, NALP1 yeast inh 6 and MEKK2 WT-MEK5 100.
Screening O=C(O)c1ccc(-n2cccn2)nc1 returned PHOSPHO1 block 25, MEKK3 PB1 HTS 104, GalR3 antag -5, OXTR ag 0.8, V1aR counter -0.5, GPR7 antag -17, MEKK2 mut-MEK5 8, NALP1 yeast inh 2 and MEKK2 WT-MEK5 103.
For O=c1c(CN2CCN(Cc3ccccc3)CC2)coc2ccc(Cl)cc12 the results were PHOSPHO1 block 6, MEKK3 PB1 HTS 100, GalR3 antag -6, OXTR ag -0.4, V1aR counter 0.0, GPR7 antag 4, MEKK2 mut-MEK5 4, NALP1 yeast inh 7 and MEKK2 WT-MEK5 107.
`CCOC(=O)CSc1nc2cc(C)ccc2cc1C#N` gave PHOSPHO1 block -63, MEKK3 PB1 HTS 103, GalR3 antag -8, OXTR ag -2.7, V1aR counter -1.4, GPR7 antag 2, MEKK2 mut-MEK5 -5, NALP1 yeast inh 1 and MEKK2 WT-MEK5 101.
Cc1cc(C(=O)Cn2nnc3ccccc3c2=O)c(C)n1-c1c(C)n(C)n(-c2ccccc2)c1=O was read as PHOSPHO1 block 17, MEKK3 PB1 HTS 104, GalR3 antag -5, OXTR ag -0.3, V1aR counter -0.5, GPR7 antag -4, MEKK2 mut-MEK5 7, NALP1 yeast inh -10 and MEKK2 WT-MEK5 102.

Random excerpt: 4 compounds from above
Screening CCOC(=O)c1ccccc1CN1C(=O)c2ccccc2S1(=O)=O returned PHOSPHO1 block 1, MEKK3 PB1 HTS 110, GalR3 antag -7, OXTR ag -2.0, V1aR counter -1.4, GPR7 antag -13, MEKK2 mut-MEK5 6, NALP1 yeast inh 28 and MEKK2 WT-MEK5 107.
`COc1ccc(CC(=O)Nc2cc(=O)n(C)c(=O)n2C)cc1` gave PHOSPHO1 block 1, MEKK3 PB1 HTS 99, GalR3 antag 0, OXTR ag 0.2, V1aR counter 0.6, GPR7 antag 7, MEKK2 mut-MEK5 1, NALP1 yeast inh 5 and MEKK2 WT-MEK5 100.
`CCCCCNC(=O)c1cccnc1SCC(=O)Nc1ccccc1OC` gave PHOSPHO1 block 0, MEKK3 PB1 HTS 91, GalR3 antag 9, OXTR ag -2.2, V1aR counter -0.1, GPR7 antag -8, MEKK2 mut-MEK5 -2, NALP1 yeast inh 19 and MEKK2 WT-MEK5 96.
O=C(NCC1(O)CCCCC1)C1CCC(=O)N(Cc2ccccc2F)C1 (configuration not stated) was read as PHOSPHO1 block 8, MEKK3 PB1 HTS 101, GalR3 antag 0, OXTR ag -0.1, V1aR counter 1.2, GPR7 antag -16, MEKK2 mut-MEK5 0, NALP1 yeast inh 7 and MEKK2 WT-MEK5 99.
